TCR activator – activates T cell receptor signaling | primary human leukocytes, anti-CD3, IL-2 HTRF, 48 h | Potency, µM (highest dose often 9.22 µM), for inactives: at the top dose activation of IL-2 secretion, usual class: activators | 330,000 tested, under 10 active; further: % of control where 0% means no effect
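IL-2 release read by HTRF sandwich (Eu cryptate donor, d2 acceptor, 665 nm emission) after 48 hr exposure of primary human leukocytes to compound together with anti-CD3 beads in the absence of co-stimulatory signals.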
ELG1 DNA repair – ELG1-dependent DNA repair inhibition. hit rate 2.3% among 330,000. HEK293T ELG1-luciferase reporter, luminescence, 16 h; DNA damage induced by 5-fluorouridine. Potency, µM (series often up to 46.1 µM), for the others: at the top dose activity change, negative = inhibition, usual class: inhibitors; further: potency means the concentration at half of the fitted maximal effect; on the % scale 0 is the no-effect control and ±100 the full control effect; nearly all actives have a fitted effect of over 55% in size
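Overnight (16 hr) co-exposure of 2,000 cells/well to 5-fluorouridine and compound at 37 °C preceded detection. Luciferase was quantified via ONE-Glo luminescence; loss of signal denotes inhibition.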
Mito fusion yeast – blocks mitochondrial division or promotes mitochondrial fusion; S. cerevisiae fusion-defective mutant growth rescue, CellTiterGlo 48 h; Potency, µM (titrated, usually from 46.1 µM), inactives show top-dose growth rescue (activation), usual class: activators; hit rate 0.23% among 320,000; AID 485298;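 further: potency means the concentration at half of the fitted maximal effect; % of control where 0% means no effect; nearly all actives have a fitted effect of over 45% in size; temperature-sensitive fusion mutants such as fzo1-1 at 37 °C on non-fermentable ethanol glycerol medium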
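S. cerevisiae fusion-defective temperature-sensitive mutants (e.g. fzo1-1, mgm1-5) grown 48 h at 37C in YPEG (ethanol/glycerol non-fermentable) medium with 23 nl compound per well; growth rescue read as CellTiterGlo luminescence.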
hERG WT inh – KCNH2 (human, wildtype) channel inhibition; Q12809; U2OS, BacMam KCNH2, thallium flux FluxOr; stronger effect = lower value; activity change, % at 1.84 µM; hit rate 0.37% among 340,000;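 active means maximum activity change below -70%; inconclusive means maximum activity change between -70% and -50%; inactive means maximum activity change above -50%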; further: on the % scale 0 is the no-effect control and ±100 the full control effect
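U2OS cells were transduced with wild-type KCNH2 virus (2.03 x 10^8 / mL) for 4 h at room temperature, then cultured overnight at 37 C. Thallium flux was read with FluxOr dye. Rate constants were normalized to DMSO controls.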
TRPV1 agonist – human TRPV1 agonism; Q8NER1; TRPV1-expressing cells, Fluo-8 calcium influx, agonist mode; activation, % at 8.33 µM; hit rate 0.19% among 320,000; in the data active means activation above about 80%; inconclusive means between about 30% and that limit; further: 0% is about no effect
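Cells expressing TRPV1 were dye-loaded with Fluo-8 and read kinetically: 10 s baseline, 3 min after compound (agonist portion), then 2 min after EC20 capsaicin (allosteric enhancer portion). Calcium-bound dye fluorescence at 480/520 nm.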
KCNH2 3.1 block – blocks the human KCNH2 3.1 channel isoform; hit rate 0.95% among 340,000; U2OS KCNH2 3.1, thallium flux FluxOr; stronger effect = lower value; AID 720553; activity change, % (tested at about 1.8 µM);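 active means maximum activity change below -70%; inconclusive means maximum activity change from -70% to -50%; inactive means maximum activity change above -50%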;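 further: thallium influx rate constant from kinetic fluorescence after stimulation buffer; on the % scale 0 is the no-effect control and ±100 the full control effect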
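Channel expression came from 3.1 mutant virus (1.77 x 10^8 /mL) applied to suspended U2OS cells for 4 h. Flux was tracked with FluxOr dye plus Red40 quencher, and kinetic rate constants normalized to controls.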
Eya2 phos inh – inhibitors of human Eya2 phosphatase activity; recombinant Eya2, OMFP fluorescence dephosphorylation (OMFP is methylfluorescein phosphate); Potency, µM (top dose mostly 76.9 µM), for the others: at the highest dose activity, negative = inhibition, hits mostly inhibitors; hit rate 0.006% among 330,000; AID 488837; further: potency means the concentration at half of the fitted maximal effect; on the % scale 0 is the no-effect control and ±100 the full control effect
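Eya2 (0.2 uM) preincubated 10 min at ambient with compound, then OMFP substrate added at 50 uM; 10 min reaction in 50 mM HEPES pH 7.5, 50 mM NaCl, 5 uM MgCl2, 0.05% BSA, 1 mM DTT. Fluorescence read at Ex 485/Em 525 nm.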
AT treatment – potential ataxia-telangiectasia treatments restoring KAP-1 phosphorylation. […] A-T fibroblasts, KAP-1 phosphorylation AlphaLISA; neocarzinostatin DNA damage 30 min before lysis. Potency, µM (titrated, usually from 57.5 µM), without a hit: at the highest dose activation, actives largely listed as activators. hit rate 0.19% among 320,000. AID 485349; further: potency means the concentration at half of the fitted maximal effect; % of control where 0% means no effect; nearly all actives have a fitted effect of over 45% in size
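ATM-like activity read as KAP-1 phosphorylation via AlphaLISA donor/acceptor antibody pairs after lysis and 6 hr at 25C. Cells were ATM-null patient fibroblasts ([…], hTERT), dosed 60 min, then exposed to the DSB inducer NCS for 30 min.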
TSHR antagonist – human thyrotropin receptor antagonism; P16473; TSHR-expressing cells, TSH-stimulated cAMP HTRF, 2 h; stronger effect = lower value; activity change, negative = inhibition, % at 11.5 µM; hit rate 0.2% among 330,000; AID 504810;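 active means activity change below a set negative limit, meaning inhibition stronger than a set level, cut at about -70% in these data; inconclusive means activity change between two set negative limits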; further: on the % scale 0 is the no-effect control and ±100 the full control effect
Target sequence (P16473 whole entry, looked up): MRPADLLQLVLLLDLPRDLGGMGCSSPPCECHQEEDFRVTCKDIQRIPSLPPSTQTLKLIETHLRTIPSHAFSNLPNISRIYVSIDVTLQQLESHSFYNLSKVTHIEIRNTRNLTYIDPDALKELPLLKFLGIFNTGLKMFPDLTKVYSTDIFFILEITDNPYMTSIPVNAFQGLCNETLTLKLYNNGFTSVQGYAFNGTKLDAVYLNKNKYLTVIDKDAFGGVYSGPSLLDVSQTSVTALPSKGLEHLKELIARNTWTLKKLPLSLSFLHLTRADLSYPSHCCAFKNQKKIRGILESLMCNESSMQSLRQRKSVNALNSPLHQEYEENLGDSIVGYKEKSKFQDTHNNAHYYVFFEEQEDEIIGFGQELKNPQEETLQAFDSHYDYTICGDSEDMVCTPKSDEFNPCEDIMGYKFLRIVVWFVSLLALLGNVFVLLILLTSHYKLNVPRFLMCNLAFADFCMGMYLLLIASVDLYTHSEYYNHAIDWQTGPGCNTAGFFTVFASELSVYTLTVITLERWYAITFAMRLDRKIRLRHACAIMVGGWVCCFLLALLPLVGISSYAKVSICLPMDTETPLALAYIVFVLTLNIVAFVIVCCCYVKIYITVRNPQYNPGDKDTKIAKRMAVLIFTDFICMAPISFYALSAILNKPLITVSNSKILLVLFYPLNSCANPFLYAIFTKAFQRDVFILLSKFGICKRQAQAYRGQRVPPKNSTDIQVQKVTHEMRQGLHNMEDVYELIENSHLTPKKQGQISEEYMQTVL
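Freshly harvested TSHR cells receive pin-tooled compound, then EC80 TSH at 4nM final. After 2 hours at 37 deg C, antibody in lysis buffer and cAMP-d2 are added; 30 minutes at ambient temperature precede the HTRF read.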
USP2a block – USP2a (human) protease inhibition. USP2 core, Ub-CHOP2 coupled fluorogenic reporter, 485/531. hit rate 0.01% among 330,000. O75604. Potency, µM (doses to about 38.3 µM), for the others: top-dose activity change, negative = inhibition, actives largely listed as inhibitors;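 further: potency means the concentration at half of the fitted maximal effect; plate controls were DMSO wells for no effect and full inhibition by NEM control for full effect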
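Deubiquitinase activity read as fluorescence (485/531 nm) after Ub-CHOP2 cleavage activates the enterokinase reporter on its substrate; USP2 core 10nM, Ub-CHOP2 and substrate 25nM each, 30min compound preincubation then 60min RT; data normalized to NEM, curves fitted.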
Active calls of the source: *; ? = inconclusive; . = not tested or not shown; [ ] = remark or other dose. Unless noted, the call rests on the fitted dose curve; in most records, active means well fitted curve in the direction sought with a large enough effect; inconclusive means small, poorly fitted or top-dose-only effect, or another doubt; inactive means no such curve, though single readings can be large; an effect the other way counts as inactive or inconclusive.

molecule | TCR activator | ELG1 DNA repair | Mito fusion yeast | hERG WT inh | TRPV1 agonist | KCNH2 3.1 block | Eya2 phos inh | AT treatment | TSHR antagonist | USP2a block
Cc1c(NP(=O)(c2ccc(Br)cc2)c2ccc(Br)cc2)c(=O)n(-c2ccccc2)n1C | 6% | -13% | -2% | 30 | ? | -39 | -7% | 10% | 4 | 3%
COC(=O)c1c(NC(=O)C(=O)NCCCN2CCOCC2)sc2c1CCCC2 | 0% | 1% | -3% | -8 | 1 | 11 | -5% | -3% | 0 | 2%
CC(C)NC(=O)c1onc(CSc2ccccn2)c1C(=O)NC(C)C | -4% | 9% | -4% | 0 | 1 | 2 | 5% | -10% | -4 | 4%
COC(=O)C1=C(C)N(C)C(=S)NC1c1cc(OC)ccc1OC (stereo not drawn) | 5% | 4% | -9% | -2 | 1 | 1 | -8% | 1% | -3 | 3%
CCC1COCCS(=O)(=O)N1Cc1ccccc1F (stereo not drawn) | -1% | 6% | 0% | 22 | 3 | -2 | 5% | -3% | -1 | 0%
O=C(NCCNc1ccc([N+](=O)[O-])cc1Cl)c1ccccc1F | . | -25% | 3% | 4 | 17 | -31 | -1% | 5% | 20 | 2%
FC(F)(F)c1cccc(Cc2noc(CN3C[C@@H]4CCC[C@H]3C4)n2)c1 | -1% | -3% | 4% | -3 | 20 | -10 | -12% | -3% | -4 | 3%
COc1ccc(-c2nnnn2C)cc1S(=O)(=O)Nc1ccc(C)cc1C | -3% | -3% | -4% | 2 | 2 | -3 | 7% | 5% | 7 | 1%
CCN(CC(=O)Nc1ccc(NC(C)=O)cc1)C(=O)c1ccc(=O)n(C)n1 | 0% | 26% | -2% | 3 | -1 | 8 | -11% | 9% | -2 | 1%
Cc1cc(NC(=O)CCN2C(=O)C3C4CCC(C4)C3C2=O)c(C)cc1Br (stereo not drawn) | 4% | -26% | 2% | 5 | 18 | 4 | -10% | -3% | 0 | -2%
CCCCn1c(SCC(=O)NNC(=O)c2ccccc2)n[nH]c1=O | 3% | 3% | . | 6 | . | 6 | 9% | ? | . | 5%
Cc1noc(C)c1COC(=O)C1CC(O)CN1S(=O)(=O)c1ccc(Cl)cc1 (stereo not drawn) | 9% | -7% | -1% | 3 | 0 | -19 | -1% | 0% | 1 | 2%
COc1ccc2c(c1OC)C(=O)N(c1cccc(C)c1)C2=O | 4% | ? | 5% | -12 | 17 | -2 | 5% | 0% | 10 | -2%
COc1ccccc1CNC(=O)[C@H](C)NC(=O)C1CCN(C(=O)[C@@H]2CCCN2C(=O)OC(C)(C)C)CC1 | 5% | 14% | 4% | -8 | 1 | -2 | 7% | 11% | 6 | -1%
O=C(Oc1cc(=O)n2ccccc2n1)c1ccccc1 | 1%[46.1 µM] | ? | -6% | 14 | -2 | 2 | 0% | -3% | 1 | 0%
O=c1oc2ccccc2c(N2CCCCC2)c1CN1CCCC1 | 0%[46.1 µM] | -2% | 1% | 50 | 0 | 5 | 0% | 0% | -11 | 1%
COCCNC(=O)CN(C(=O)Cn1nnc2ccccc21)c1ccccc1C | 0% | 1% | -4% | 13 | 0 | 3 | 10% | 3% | 3 | -2%
CN1CCN(C(=O)CCC(=O)NCc2ccc(F)cc2)CC1 | . | 0% | 1% | 0 | 1 | 0 | 3% | 9% | 10 | 2%
C=CCn1c(Cc2ccc(OC)cc2)nnc1SCc1nc2ccccc2c(=O)[nH]1 | 4% | -3% | 1% | 2 | -1 | 31 | 3% | 3% | 9 | 1%
CN(Cc1c(C(=O)N/N=C/c2ccc(O)cc2)nnn1-c1nonc1N)c1ccccc1 | -1% | -4% | 5% | 4 | -3 | 0 | -7% | 0% | -27 | -1%
COc1cccc(/C=N/Nc2snc(SC)c2C#N)c1O | 1%[46.1 µM] | ? | 5µM* | -1 | 4 | -2 | 0% | 1% | -50 | -1%
CC1Cc2ccccc2N1C(=O)CNc1ccccc1N1CCCCC1 (stereo not drawn) | 6% | -7% | 14% | -7 | 4 | 0 | -1% | 8% | -12 | -7%
O=C(NNC(=O)c1ccc(-c2ccccc2)cc1)c1ccccc1 | 9%[46.1 µM] | ? | -12% | 1 | -1 | -32 | -7% | -3% | -4 | 4%
COc1ccc(N2CCN(CC(O)COCc3ccccc3)CC2)cc1 (stereo not drawn) | -4% | -8% | 4% | 4 | 1 | -13 | 5% | -6% | 7 | 3%
Cc1nc2ccccc2c(=O)n1CCc1ccc(O)cc1 | 3% | -3% | -5% | -10 | 8 | 13 | 10% | -4% | 8 | -2%
COc1ccccc1N1CCN(Cc2ccc(O)c3ncccc23)CC1 | -1% | ? | -2% | 9 | -8 | 19 | 2% | 1% | 10 | -11%
CC(C)(C)OC(=O)[C@H](Cc1ccccc1)NC(=O)c1[nH]cnc1C(=O)Nc1ccc(Cl)cc1 | 1% | ? | ? | 0 | ? | 0 | -15% | 14% | -4 | -7%
CCCCN1CNC(=S)N(c2ccccc2OCC)C1 | -2%[46.1 µM] | 9% | -11% | -7 | 2 | 4 | -9% | -5% | -5 | -6%
Cc1nc(NC(=O)CN2CCOCC2)sc1-c1ccccc1 | 1% | ? | 6% | -3 | ? | 0 | 17% | 3% | -7 | 0%
CC1(c2ccc([N+](=O)[O-])cc2)CC(C)(C)N(C(=O)c2ccccc2)c2ccccc21 (stereo not drawn) | 7%[46.1 µM] | 1% | -6% | . | 2 | . | 2% | -9% | 10 | 1%

Further entries
molecule | TCR activator | ELG1 DNA repair | Mito fusion yeast | hERG WT inh | TRPV1 agonist | KCNH2 3.1 block | Eya2 phos inh | AT treatment | TSHR antagonist | USP2a block
COC(=O)c1ccc(OCCn2cnc3ccccc3c2=O)cc1 | 0% | ? | -2% | -5 | 2 | 0 | -9% | 2% | 0 | -5%
COCCn1c(CN2CCN(C(=O)c3ccco3)CC2)nc2c1c(=O)n(C)c(=O)n2C | 1% | 9% | -4% | 4 | -8 | 8 | 1% | 7% | 16 | 1%
COCCCNC(=O)CCc1ccc(S(=O)(=O)Nc2ccc(C)cc2)cc1 | -7% | -4% | 0% | -15 | -1 | 8 | -5% | 7% | 0 | 1%
Cc1ccc(NC(=O)C2CCCN2C(=O)OC(C)(C)C)cc1C (stereo not drawn) | -3% | -15% | 10% | -8 | 10 | -3 | 13% | 3% | 3 | -2%
Cc1c(/C=N/Nc2nc3ccccc3[nH]2)c2ccccc2n1C | -8% | -4% | 9% | -13 | 2 | -5 | 10% | -12% | 4 | 1%
O=c1c(C(c2nnnn2C2CCCCC2)N2CCCCC2)coc2ccc(Cl)cc12 (stereo not drawn) | -6% | 16% | ? | 0 | 4 | 0 | 6% | 0% | -12 | 5%

Gathered by group, the entries above containing an aryl methoxy group
molecule | TCR activator | ELG1 DNA repair | Mito fusion yeast | hERG WT inh | TRPV1 agonist | KCNH2 3.1 block | Eya2 phos inh | AT treatment | TSHR antagonist | USP2a block
COC(=O)C1=C(C)N(C)C(=S)NC1c1cc(OC)ccc1OC (stereo not drawn) | 5% | 4% | -9% | -2 | 1 | 1 | -8% | 1% | -3 | 3%
COc1ccc(-c2nnnn2C)cc1S(=O)(=O)Nc1ccc(C)cc1C | -3% | -3% | -4% | 2 | 2 | -3 | 7% | 5% | 7 | 1%
COc1ccc2c(c1OC)C(=O)N(c1cccc(C)c1)C2=O | 4% | ? | 5% | -12 | 17 | -2 | 5% | 0% | 10 | -2%
COc1ccccc1CNC(=O)[C@H](C)NC(=O)C1CCN(C(=O)[C@@H]2CCCN2C(=O)OC(C)(C)C)CC1 | 5% | 14% | 4% | -8 | 1 | -2 | 7% | 11% | 6 | -1%
C=CCn1c(Cc2ccc(OC)cc2)nnc1SCc1nc2ccccc2c(=O)[nH]1 | 4% | -3% | 1% | 2 | -1 | 31 | 3% | 3% | 9 | 1%
COc1cccc(/C=N/Nc2snc(SC)c2C#N)c1O | 1%[46.1 µM] | ? | 5µM* | -1 | 4 | -2 | 0% | 1% | -50 | -1%
COc1ccc(N2CCN(CC(O)COCc3ccccc3)CC2)cc1 (stereo not drawn) | -4% | -8% | 4% | 4 | 1 | -13 | 5% | -6% | 7 | 3%
COc1ccccc1N1CCN(Cc2ccc(O)c3ncccc23)CC1 | -1% | ? | -2% | 9 | -8 | 19 | 2% | 1% | 10 | -11%

Screening results deposited in PubChem BioAssay by National Center for Advancing Translational Sciences (NCATS).

An excerpt; count on the stated rates, not on these rows.
